mHTT CaM bind – mHTT-calmodulin interaction abrogation. P42858. AlphaScreen His-mHTT/GST-CaM binding, luminescence. inhibition, % at 15 µM. hit rate 3.6% among 190,000. AID 1671202;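 note: 0% = both proteins with DMSO and 100% = one protein alone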
Pf apPOL inh – Pf-apPOL DNA polymerase inhibition | Recombinant Pf-apPOL, molecular beacon fluorescence, 1.5 h | inhibition, % at 10 µM | hit rate 0.25% among 210,000 | AID 1794808
* hit, by the source's call; & = joins results of further samples. Cut-off read from the data, not from the text of the source: active = inhibition above about 50%; inactive = the rest. Rows were taken by chance. About 3.6% of those tested had a hit in this group.

CCc1cc2c(SCC(=O)c3ccc(F)cc3)ncnc2s1 was read as mHTT CaM bind -10 and Pf apPOL inh -2.
For C=C(Br)Cn1c(COc2ccccc2)nc2ccccc21 the results were mHTT CaM bind -17 and Pf apPOL inh -3.
`COc1ccc(CCNC(=O)C2(C)CCC(=O)N2Cc2cccs2)cc1OC` (centres undefined) gave mHTT CaM bind 0 and Pf apPOL inh -3.
Cc1csc(-c2ccc(CNC(=O)c3ccoc3)cc2)n1 was read as mHTT CaM bind 8 and Pf apPOL inh 6.
For CCCC1CCC2(CC1)CC[C@@H]2OC(=S)Nc1ccc(Br)cc1 (some centres undefined) the results were mHTT CaM bind -26 and Pf apPOL inh -5.
CC(C)c1ccc(-n2ccnc(NC(=O)c3ccc(F)cc3)c2=O)cc1 was read as mHTT CaM bind 23 and Pf apPOL inh -4.
For COc1cccc(NC(=O)C2COc3ccccc3O2)c1 (centres undefined) the results were mHTT CaM bind -3 and Pf apPOL inh 0.
`Cc1ccc2c(c1)nc(SCC(=O)c1ccc(-c3ccccc3)cc1)n2C` gave mHTT CaM bind -1 and Pf apPOL inh -4.
`FC(F)(F)c1cccc(-c2csc(-c3ccc(-n4cncn4)nc3)n2)c1` gave Pf apPOL inh -8.
Screening CCOc1ccc(-n2nc(C(=O)Nc3cc(Cl)ccc3OC)c3ccccc3c2=O)cc1 returned mHTT CaM bind -2 and Pf apPOL inh -2.
Screening O=C(Nc1cccc(-c2nc3ncccc3o2)c1)c1cc(Br)ccc1Cl returned mHTT CaM bind 5 and Pf apPOL inh 5.
`CC1(C)CC(=O)C2=C(C1)Nc1nc(SCc3ccccc3)nn1C2c1cccs1` (centres undefined) gave mHTT CaM bind 3 and Pf apPOL inh -6.
`CC1=C(C(=O)Nc2ccccc2)C(c2ccc(OCc3ccccc3)cc2)n2nnnc2N1` (centres undefined) gave mHTT CaM bind 62* and Pf apPOL inh -5.
O=C(c1ccccn1)N1CCC(CCOc2cccc(F)c2)CC1 was read as mHTT CaM bind 2 and Pf apPOL inh -1.
For COCCn1cc2c3c(cccc31)CN(C(=O)NCCC(C)C)CC2 the results were mHTT CaM bind 11 and Pf apPOL inh 5.
For COc1ccc(CNC(=O)NC2(C(F)(F)F)Oc3ccc(Cl)cc3O2)cc1 (centres undefined) the results were mHTT CaM bind -6 and Pf apPOL inh -3.
`COc1cccc(C(=O)NC2(C(F)(F)F)NC(=O)N(CC(C)C)C2=O)c1` (centres undefined) gave mHTT CaM bind -1 and Pf apPOL inh 0.
Screening COc1ccc(N2CCN(C(=O)C3CCCCC3)CC2)cc1 returned mHTT CaM bind 2 and Pf apPOL inh 2.
For CCOc1ccc(N2CCn3c2nnc(C(=O)NCC2CCCO2)c3=O)cc1 (centres undefined) the results were mHTT CaM bind -14 and Pf apPOL inh -3.
For Cc1noc(C)c1C1CCCN1Cc1cn[nH]c1-c1ccccc1 (centres undefined) the results were mHTT CaM bind 13 and Pf apPOL inh -2.
`O=C(NCC(c1cccs1)N1CCOCC1)C(=O)Nc1ccc2c(c1)OCCO2` (centres undefined) gave mHTT CaM bind 3 and Pf apPOL inh -5.
`COc1ccc(C(C)NC(=O)C2CCN(c3nnc(-c4ccccc4)o3)CC2)cc1` (centres undefined) gave mHTT CaM bind 17 and Pf apPOL inh -5.
For COc1cc(C=CC(=O)CC(=O)C=Cc2ccc(O)c(OC)c2)ccc1O the results were Pf apPOL inh -13.
`N#CC1=C(N)Oc2cc(N)ccc2C1c1ccc(Cl)c(Cl)c1` (centres undefined) gave mHTT CaM bind 75* and Pf apPOL inh -12.
O=C(Nc1ccc(-c2ccn[nH]2)cc1)c1cccnc1 was read as mHTT CaM bind -3 and Pf apPOL inh -33.
For CN1C(=O)CCC2(C(=O)N3CCSCC3)CCCC=C12 (centres undefined) the results were mHTT CaM bind -6 and Pf apPOL inh 6.
CC(=O)C(C)Sc1nc2c(c(C(F)(F)F)c1C#N)CCCCCC2 (centres undefined) was read as mHTT CaM bind -12.
For COc1ccc(OC)c(S(=O)(=O)N2CCC(c3nnc(-c4ccc(F)cc4)o3)CC2)c1 the results were mHTT CaM bind 4 and Pf apPOL inh -2.
`COC(=O)C1=C(C)NC(C)=C(C(=O)OC)C1c1ccc(-c2ccccc2C(F)(F)F)o1` gave Pf apPOL inh -5.
COc1ccc(Cl)cc1C(=O)NCCS(=O)(=O)N1CCN(c2ncccn2)CC1 was read as mHTT CaM bind -11 and Pf apPOL inh -3.
For COc1ccccc1C(=O)Nc1ccc(Br)cn1 the results were mHTT CaM bind 0 and Pf apPOL inh 2.
Screening Cc1cc(OCC(=O)Nc2ccc(F)cc2)nc(N2CCCC2)n1 returned mHTT CaM bind 3 and Pf apPOL inh -2.
Screening CSc1nc2c(c(=O)n1Cc1ccccc1)SC(C)C2 (centres undefined) returned mHTT CaM bind 18 and Pf apPOL inh 5.
For O=C(c1c(F)cccc1F)N(Cc1ccsc1)Cc1ccco1 the results were mHTT CaM bind -9 and Pf apPOL inh -7.
CCn1c(C2CCN(C(=O)c3cccc(C)c3)C2)nc2cccnc21 (centres undefined) was read as mHTT CaM bind -3 and Pf apPOL inh -9.
For Cc1cc(NS(=O)(=O)c2ccc(NC(=O)c3ccc(Cl)cc3[N+](=O)[O-])cc2)no1 the results were mHTT CaM bind 3 and Pf apPOL inh -4.
For Cc1ccc(F)cc1S(=O)(=O)N1CCCN(C2CCN(CC3CC3)C2=O)CC1 (centres undefined) the results were mHTT CaM bind 2 and Pf apPOL inh 4.
Screening Cc1ccc(CS(=O)(=O)N2CCC(CN3CCCCCC3)CC2)cc1C returned mHTT CaM bind 2 and Pf apPOL inh -2.
For O=C(c1cccn(Cc2cccc(C(F)(F)F)c2)c1=O)N1CCc2ccccc21 the results were mHTT CaM bind -6 and Pf apPOL inh -3.
CCOc1cc(/C=C2\SC(=N)N(c3nonc3N)C2=O)ccc1OCCN1CCOCC1 was read as mHTT CaM bind 21 and Pf apPOL inh -2.
`COc1ccc(NC(=O)CN(c2ccccc2)S(=O)(=O)c2ccccc2[N+](=O)[O-])c(OC)c1` gave mHTT CaM bind 21 and Pf apPOL inh -3.
COc1cccc(CN2C(=O)c3ccccc3CC2(C)C(=O)NCc2ccccc2OC)c1 (centres undefined) was read as mHTT CaM bind 3 and Pf apPOL inh -5.
Screening CCc1ccc(N2CC(C(=O)N(C)C(C)C)CC2=O)cc1 (centres undefined) returned mHTT CaM bind 14 and Pf apPOL inh -9.
For CC(C)COc1cccc(C(=O)Nc2ccc(-c3nc4ncccc4o3)cc2)c1 the results were mHTT CaM bind 1 and Pf apPOL inh -2.
For COc1ccccc1N1CCN(C(=O)CC(C)C)C(C)C1=O (centres undefined) the results were mHTT CaM bind -3 and Pf apPOL inh -3.

Compounds listed so far with a cyano group:
`N#CC1=C(N)Oc2cc(N)ccc2C1c1ccc(Cl)c(Cl)c1` (centres undefined) gave mHTT CaM bind 75* and Pf apPOL inh -12.
CC(=O)C(C)Sc1nc2c(c(C(F)(F)F)c1C#N)CCCCCC2 (centres undefined) was read as mHTT CaM bind -12.

The listing picks up, repeating the 3 entries before the break.
Screening CCc1ccc(N2CC(C(=O)N(C)C(C)C)CC2=O)cc1 (centres undefined) returned mHTT CaM bind 14 and Pf apPOL inh -9.
For CC(C)COc1cccc(C(=O)Nc2ccc(-c3nc4ncccc4o3)cc2)c1 the results were mHTT CaM bind 1 and Pf apPOL inh -2.
For COc1ccccc1N1CCN(C(=O)CC(C)C)C(C)C1=O (centres undefined) the results were mHTT CaM bind -3 and Pf apPOL inh -3.
Screening O=C(Nc1ccccc1)N1CCc2nc(-c3ccc(Cl)cc3)ncc2C1 returned mHTT CaM bind -3 and Pf apPOL inh -4.
Screening CN(C)Cc1c(O)ccc2cc(-c3ccc(Cl)cc3)c(=O)oc12 returned mHTT CaM bind -4 and Pf apPOL inh -391.
For Cc1ccc2c(Nc3cccc(C)c3C)c(-c3nc(C)no3)cnc2n1 the results were mHTT CaM bind 31 and Pf apPOL inh 4.
`CCN1/C(=C2\C(=O)N=C(C)N2c2ccccc2)C=Cc2ccc(C)cc21` gave mHTT CaM bind 8 and Pf apPOL inh -4.
Screening Cc1ccc(-c2n[nH]c(=O)c3ccccc23)cc1S(=O)(=O)NC(C)C returned mHTT CaM bind 9&-4 and Pf apPOL inh -1&-2.
`CN1C(=O)CCC2(CNC(=O)c3ccc(F)cc3)CCCC12` (centres undefined) gave mHTT CaM bind -6 and Pf apPOL inh 0.
For COC(=O)C1=CCCCCC(N2CCOCC2)=C1C(=O)OC the results were mHTT CaM bind -3 and Pf apPOL inh -1.
`Cc1ccccc1/C=C1/SC(N2CCOCC2)=NC1=O` gave mHTT CaM bind -1 and Pf apPOL inh -4.
`O=c1ccn(-c2nc(-c3cccs3)cc(C(F)(F)F)n2)c(=O)[nH]1` gave mHTT CaM bind -3 and Pf apPOL inh -2.
`COc1ccc(C2=C/C(=C/c3ccc4c(c3)OCO4)C(=O)O2)cc1` gave mHTT CaM bind 4 and Pf apPOL inh -3.
For CCOc1ccc(Nc2nc(O)c(C3=c4cc(Br)ccc4=NC3=O)s2)cc1 the results were mHTT CaM bind 16 and Pf apPOL inh 3.
CN(C)C(=O)C1CCN(c2nc3ccc(-c4cncnc4)nc3s2)CC1 was read as mHTT CaM bind 5 and Pf apPOL inh 0.
Screening CC(C)C(=O)N1CCCC(C)(C(=O)NCc2ccccc2)C1 (centres undefined) returned mHTT CaM bind -12 and Pf apPOL inh 4.
Screening C#CCn1c(-c2nonc2N)nc2ccccc21 returned mHTT CaM bind -6 and Pf apPOL inh -4.
`C#CCSc1nc2c(cc1C#N)CCCCC2` gave mHTT CaM bind -19 and Pf apPOL inh -6.
For O=C(NCCO)c1ccc(CSc2nc3sc4c(c3c(=O)[nH]2)CCCC4)cc1 the results were mHTT CaM bind 17 and Pf apPOL inh -16.
For NC(=O)c1ccc(N2CCCCC2)c(N)c1 the results were mHTT CaM bind 38 and Pf apPOL inh -3.
CC1(C(=O)NCc2ccccc2)CCC(=O)N1CCc1ccco1 (centres undefined) was read as mHTT CaM bind -4 and Pf apPOL inh -1.
For COc1cc(C(=O)Nc2ccc(NC(=O)c3ccccc3)cc2)cc(OC)c1OC the results were mHTT CaM bind 3 and Pf apPOL inh 1.
`Cc1cc(C)n(-c2ccc(=O)n(CCNC(=O)Cc3c(F)cccc3Cl)n2)n1` gave mHTT CaM bind -8 and Pf apPOL inh -1.
CCN(CC)c1ccc(C(=O)N2CC(C(=O)NC)C3(CCCC3)C2)cc1 (centres undefined) was read as mHTT CaM bind 0 and Pf apPOL inh 2.
`CC(=O)c1ccc(N2CCN(CC3=CCC4CC3C4(C)C)CC2)cc1` (centres undefined) gave mHTT CaM bind 15 and Pf apPOL inh 2.
`C=C(C)CN(CC)Cc1cccc(OC)c1OC` gave mHTT CaM bind -4 and Pf apPOL inh -2.
Cc1ccc(CNC(=O)C2CCN(c3nn4c(=O)c5c(nc4s3)CCCC5)CC2)cc1 was read as mHTT CaM bind 89* and Pf apPOL inh 3.
`CCOc1ccc(C(=O)Nc2cccc(C(C)=O)c2)cc1Br` gave mHTT CaM bind -1 and Pf apPOL inh -3.
`CCn1cc(Cl)c(C(=O)N(C)CC2(C)CCOCC2)n1` gave mHTT CaM bind -2 and Pf apPOL inh -2.
For c1ccc(OCc2nc(-c3cccc(-c4ccn[nH]4)c3)no2)cc1 the results were mHTT CaM bind 22 and Pf apPOL inh 0.
`CCn1cccc1-c1nc(-c2ccncc2)no1` gave mHTT CaM bind 23 and Pf apPOL inh 0.
Cc1ccc(NC(=O)Cn2nc([N+](=O)[O-])nc2Br)cc1C was read as mHTT CaM bind 0 and Pf apPOL inh -9.
COC(=O)C[C@H]1c2cc(C(F)(F)F)ccc2S(=O)(=O)N1C1CCCCC1 was read as mHTT CaM bind -11 and Pf apPOL inh -3.
For COc1cc(OC)c(N2C(=O)NC3CC2(C)Oc2ccc(Cl)cc23)cc1Cl (centres undefined) the results were mHTT CaM bind 28 and Pf apPOL inh 8.
Screening O=C(Nc1ccc(F)cc1)c1cnc2n(c1=O)CCS2 returned mHTT CaM bind -6 and Pf apPOL inh -7.
Screening COCCNC(=O)Nc1ccc2snnc2c1 returned mHTT CaM bind 2 and Pf apPOL inh -1.
`CN(C)c1nc(N2CCN(C3CCCCC3)CC2)nc2c1CNCC2` gave mHTT CaM bind 4 and Pf apPOL inh -5.
O=C1C2C3C=CC(CNS(=O)(=O)c4ccccc4)(O3)C2C(=O)N1c1ccccc1 (centres undefined) was read as mHTT CaM bind -5 and Pf apPOL inh -3.
For O=C(NCc1cccs1)C(=O)Nc1cccc(N2CCCCC2=O)c1 the results were mHTT CaM bind -9 and Pf apPOL inh -4.
Screening Cc1ccc([N+](=O)[O-])cc1Cc1ccccc1 returned mHTT CaM bind -39 and Pf apPOL inh -2.
Screening c1ccc(CN2CCN(Cc3ccco3)CC2)cc1 returned mHTT CaM bind -8 and Pf apPOL inh -3.
For Fc1ccc(C2C3CCc4ccccc4C3=NN2C(=S)NC2CCCCC2)cc1 (centres undefined) the results were Pf apPOL inh -6.
`CCCn1c(=O)c(N2CCN(C(=O)c3ccc(C)s3)CC2)nc2ccccc21` gave mHTT CaM bind -30 and Pf apPOL inh -2.

A draw from above in order of SMILES length, descending.
`COc1cccc(C(=O)NC2(C(F)(F)F)NC(=O)N(CC(C)C)C2=O)c1` (centres undefined) gave mHTT CaM bind -1 and Pf apPOL inh 0.
`FC(F)(F)c1cccc(-c2csc(-c3ccc(-n4cncn4)nc3)n2)c1` gave Pf apPOL inh -8.
O=C(c1ccccn1)N1CCC(CCOc2cccc(F)c2)CC1 was read as mHTT CaM bind 2 and Pf apPOL inh -1.
Screening O=C(Nc1ccc(F)cc1)c1cnc2n(c1=O)CCS2 returned mHTT CaM bind -6 and Pf apPOL inh -7.
`Cc1ccccc1/C=C1/SC(N2CCOCC2)=NC1=O` gave mHTT CaM bind -1 and Pf apPOL inh -4.

Bioassay records deposited in PubChem by University of Kansas High Throughput Screening Laboratory.
